Screening results from PubChem.
EBI2 antag: antagonists of human EBI2 receptor; P32249; hit rate 0.81% among 360,000; EBI2 beta-arrestin recruitment, luminescence, 7a,25-OHC stimulated; inhibition, % at 5 µM; in the data active = inhibition above about 38%;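 also: enzyme fragment complementation signal reports receptor beta-arrestin coupling in cells; 0% = agonist plus DMSO wells and 100% = wells without agonist; some results beyond the cut were filed as inactive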
Target sequence (P32249 whole entry, looked up, the tested form may be a part): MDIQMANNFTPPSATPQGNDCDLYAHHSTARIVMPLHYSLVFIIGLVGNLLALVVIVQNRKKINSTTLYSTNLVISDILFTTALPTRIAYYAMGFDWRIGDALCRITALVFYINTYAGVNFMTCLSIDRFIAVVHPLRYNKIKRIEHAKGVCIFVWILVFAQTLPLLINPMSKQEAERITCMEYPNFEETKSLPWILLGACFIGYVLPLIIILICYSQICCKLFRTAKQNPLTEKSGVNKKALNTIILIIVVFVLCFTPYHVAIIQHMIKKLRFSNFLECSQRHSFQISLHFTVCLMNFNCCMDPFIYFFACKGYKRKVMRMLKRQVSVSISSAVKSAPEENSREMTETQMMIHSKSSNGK
Mdm2 MdmX PPI: inhibitors of human Mdm2/MdmX interaction; O15151+Q00987; SaOS-2 split-luciferase Mdm2/MdmX complementation, luminescence; inhibition, % at 8 µM; hit rate 3% among 330,000;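 active = inhibition of at least 50% at 8 µM in the primary screen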
UPR CHOP act: activators of apoptotic arm of unfolded protein response (CHOP) | activation, % at 10 µM | CHO-CHOP luciferase reporter, UPR activation, luminescence; percent of tunicamycin response over DMSO baseline | hit rate 0.34% among 330,000;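 active = at 10 µM dose, activation of 40% or more, normalized to positive control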;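 also: 100% = tunicamycin at 10 µg/mL and 0% = DMSO alone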
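assay system = CHO CHOP reporter cells | amount = 500 CHO-CHOP cells per well | buffer or medium = F12 with 10% FBS | incubation = 16-18 h cell attachment, then 6 h compound exposure, 37 °C | detection = luminescence read with Steady-Glo | read-out = percent activation relative to tunicamycin control | controls = tunicamycin high control, DMSO low control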
CXCR6 inh: blocks human CXCR6 beta-arrestin recruitment; O00574; CHO-K1 PathHunter CXCR6 beta-arrestin, luminescence; inhibition, % at 20 µM; hit rate 0.36% among 360,000; AID 602244; in the data active = inhibition above about 34%, passing the limit was not always enough;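 also: antagonist mode with CXCL16 agonist at 10 nM final; 0% = 10 nM CXCL16 with DMSO and 100% = unstimulated wells without agonist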
Target sequence (O00574 whole entry, looked up): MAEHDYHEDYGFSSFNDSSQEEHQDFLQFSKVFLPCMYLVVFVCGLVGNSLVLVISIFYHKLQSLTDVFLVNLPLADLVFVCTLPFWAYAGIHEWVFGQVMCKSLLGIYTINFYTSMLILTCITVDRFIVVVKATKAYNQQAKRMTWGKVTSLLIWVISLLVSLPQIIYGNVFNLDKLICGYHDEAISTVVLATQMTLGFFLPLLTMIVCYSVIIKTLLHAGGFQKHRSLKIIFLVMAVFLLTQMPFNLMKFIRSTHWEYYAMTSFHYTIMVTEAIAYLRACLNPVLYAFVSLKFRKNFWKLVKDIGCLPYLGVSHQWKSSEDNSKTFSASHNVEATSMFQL
UPR XBP1 act: adaptive UPR (XBP1) activation; AID 463104; hit rate 0.33% among 330,000; CHO-XBP1 luciferase reporter, IRE1-XBP1 UPR activation, luminescence; percent of tunicamycin response, DMSO as zero; activation, % at 20 µM;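 active = versus positive control, 20 µM dose yields 30% or more activation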;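 also: 100% = tunicamycin at 10 µg/mL and 0% = DMSO only wells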
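assay system = CHO-XBP1 luciferase reporter cells | amount = 1000 cells/well | buffer or medium = F12 plus 10% FBS | compound dosing = single point, 20 µM final compound, 1% DMSO | incubation = 16-18 h cell attachment at 37 °C, then 6 h compound exposure | detection = Steady-Glo luminescence read | controls = tunicamycin 10 µg/mL and vehicle-only wells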
Jurkat NFkB inh: inhibitors of the PMA/ionomycin-induced NF-kB reporter in Jurkat cells. PMA/ionomycin-induced NF-kB luciferase reporter, luminescence. inhibition, % at 4 µM. hit rate 0.53% among 330,000. AID 435003; in the data active = inhibition above about 50%
Gli-Sufu antag: Gli-Sufu pathway antagonism | Sufu-KO-LIGHT fibroblasts, Gli luciferase reporter luminescence | inhibition, % at 5 µM | hit rate 0.74% among 340,000 | AID 588413;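 active = inhibition above about 55%, limit read from the data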;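 also: 0% = DMSO-treated cells and 100% = wells with medium but no cells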
697 NFkB inh: lowers PMA/ionomycin-induced NF-kB signal in 697 B cells; hit rate 0.33% among 330,000; 697 B-cell NF-kB luciferase reporter, 16 h; inhibition, % at 4 µM; in the data active = inhibition above about 35%
CCR6 antag: CCR6 (human) receptor antagonism | hit rate 0.49% among 340,000 | P51684 | inhibition, % at 20 µM | CHO-K1 CCR6 PathHunter beta-arrestin, luminescence, CCL20-stimulated | AID 493098;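 active = compounds whose inhibition of the agonist-driven luminescence signal at 20 µM reaches about 50%, limit read from the data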;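 also: cells stimulated with CCL20 at 14 nM final; plate controls were DMSO with CCL20 for no effect and DMSO without agonist for full effect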
An asterisk follows results filed as active; . = not tested or not shown.

SMILES	EBI2 antag	Mdm2 MdmX PPI	UPR CHOP act	CXCR6 inh	UPR XBP1 act	Jurkat NFkB inh	Gli-Sufu antag	697 NFkB inh	CCR6 antag
O=C(Cc1ccc(Br)cc1)Nc1ccc2[nH]ncc2c1	7	10	17	1	2	3	-20	3	8
CCCNS(=O)(=O)c1ccc(N2CCCC2=O)c([N+](=O)[O-])c1	-5	-11	1.3	0	-2	4	1	13	12
Cc1ccc(-n2ncc3c(SCC(N)=O)ncnc32)cc1C	-3	-11	8.7	-8	-1	-85	12	11	6
O=C(Cc1ccccn1)c1ccc(O)cc1O	9	-20	1.6	4	-6	0	4	-1	-3
CCN1CCN(C(c2cccs2)C(C)NS(=O)(=O)c2ccc(C)cc2)CC1 (stereo not drawn)	1	3	-0.2	-1	0	-13	1	-5	6
CCOC(=O)c1cc(/C(C)=N/OC(=O)c2ccc(C(C)(C)C)cc2)on1	17	-45	1.3	12	0	-30	1	-17	10
O=C(NCCN=C1NS(=O)(=O)c2ccccc21)c1ccc2nccnc2c1	-2	2	1.1	0	-3	-12	-9	12	8
COc1ccc(CN2CCCC(C(=O)c3ccc(SC)cc3)C2)cc1Cn1cccn1 (stereo not drawn)	22	13	2.5	6	-2	9	4	8	14
C=CCN1N=C(/C=C/c2ccccc2)CCC1=O	-1	-6	0.4	5	0	-12	-6	4	1
O=C(O)COc1ccc(/C=N/n2c(COc3ccccc3)nc3ccccc3c2=O)cc1	5	-23	2.9	-6	-4	-13	-8	-41	3
O=C(CN1C(=O)S/C(=C\C=C\c2ccccc2)C1=O)NC1CCS(=O)(=O)C1 (stereo not drawn)	1	-9	3.1	4	-2	-4	-11	-81	-4
O=C(CCNC(=O)c1ccccc1)OCN1C(=O)c2ccccc2C1=O	-3	12	-0.6	5	0	0	0	16	6

Single entries from above:
Jurkat NFkB inh, CCCNS(=O)(=O)c1ccc(N2CCCC2=O)c([N+](=O)[O-])c1 = 4
Jurkat NFkB inh, O=C(NCCN=C1NS(=O)(=O)c2ccccc21)c1ccc2nccnc2c1 = -12

(next part)
SMILES	EBI2 antag	Mdm2 MdmX PPI	UPR CHOP act	CXCR6 inh	UPR XBP1 act	Jurkat NFkB inh	Gli-Sufu antag	697 NFkB inh	CCR6 antag
CC(=O)Nc1ccc(-c2csc(NC(=O)Cc3cccc(F)c3)n2)cc1	-3	18	0.0	-6	0	28	-11	16	-9
O=C(CN1CCN(C2CCCCC2)CC1)c1ccc2cc[nH]c2c1	1	16	0.1	-3	0	2	3	-7	16
CCCCOC(=O)n1c(SCC(=O)N(CC)CC)nc2ccccc21	16	22	1.9	4	1	1	-5	5	5
CCC(C)(C)n1nnnc1C(c1ccccc1)N1CCc2ccccc2C1 (stereo not drawn)	-2	0	-0.5	-11	2	-2	8	9	15
O=C(CNS(=O)(=O)c1cccs1)Nc1ccc2c(c1)OCCO2	1	-24	3.3	-1	2	-5	-14	-21	-8
CCN(CC)S(=O)(=O)c1ccc2oc(C(=O)NCc3ccc(C)cc3)c(C)c2c1	70*	9	-1.1	-6	-4	6	49	-22	13
CCN1C(=O)[C@@H]2[C@@H](c3ccc(-c4ccc(Cl)c(Cl)c4)c(OC)c3)N3CCCC[C@@]3(C(=O)OC)[C@@H]2C1=O	11	53*	1.5	8	1	16	10	-4	10
CSc1ccc(CN2C(=O)NC3(CCCCCC3)C2=O)cc1	-5	18	-1.6	1	-1	2	5	15	16
COC(=O)[C@H](CC(C)C)NC(=O)Cn1cnc(C(=O)Nc2ccc(C)c(C)c2)n1	12	40	4.0	-1	3	.	-2	-16	30
Cc1ccc(Cc2ccc(C(=O)NNC(N)=S)o2)cc1	-10	31	1.3	8	-1	4	-1	7	2
Cc1[nH]c2ccccc2c1/C=N/Nc1ccc([N+](=O)[O-])cc1	42*	.	.	38	.	.	-1	.	65*
O=C(Nc1ccccc1)N1CCCN(Cc2c(F)cccc2Cl)CC1	18	5	0.5	5	-1	-10	1	-6	4
Cc1cccc(N2CCN(C(=O)c3cc4c(=O)n(C)c5ccccc5c4n3C)CC2)c1C	27	35	2.4	2	0	24	4	-8	6
CCC1(CC)NC(=O)N(CC(=O)OCc2nc3cc(C(=O)OC)ccc3c(=O)[nH]2)C1=O	-7	10	0.4	0	-1	4	-8	-2	13
Cc1nc(C)c(C(=O)N/N=C/c2c[nH]c3ccccc23)s1	3	18	-0.9	-4	7	34	-32	-35	13
C=CCOc1ccc(C=CC(=O)c2c(O)c(OC)c(OC)c(OC)c2OC)cc1	13	.	.	-2	.	.	1	.	18
NC(=O)C1CCN(C(=O)c2ccc3c(=O)n(Cc4ccco4)c(SCC(=O)c4ccc(F)cc4)nc3c2)CC1	.	27	1.4	.	-1	1	.	25	.
O=c1[nH]ncc(NCc2ccc(Cl)cc2)c1Cl	-9	22	-1.5	0	-1	11	11	8	3
O=CNc1ccc2c(c1)Cc1cc([N+](=O)[O-])ccc1-2	-5	.	.	-1	.	.	-17	.	-1
O=C(CN1CCN(S(=O)(=O)c2ccc(Br)cc2)CC1)N/N=C/c1cccnc1	25	-7	-0.5	-6	-3	11	-3	-6	-3
CCOc1ccc(Br)cc1S(=O)(=O)N1CCCC1	-2	5	-1.3	6	-2	11	3	-11	-3
COc1ccc(C(CNC(=O)CCNS(=O)(=O)c2ccc(Br)cc2)N2CCOCC2)cc1 (stereo not drawn)	4	.	.	5	.	.	1	.	-6
CCOC(=O)C(=CNc1ccc2c(c1)nnn2-c1ccc(Cl)cc1)C(=O)OCC	35	28	4.3	-6	-2	-6	38	-31	-18
CC(C)C[C@H](NC(=O)OC(C)(C)C)c1nnc(SCc2ccccc2)o1	0	0	-0.4	2	0	-9	4	11	-13

Only 697 NFkB inh, CXCR6 inh and Mdm2 MdmX PPI, for some of the entries so far:
SMILES,697 NFkB inh,CXCR6 inh,Mdm2 MdmX PPI
O=C(NCCN=C1NS(=O)(=O)c2ccccc21)c1ccc2nccnc2c1,12,0,2
COc1ccc(CN2CCCC(C(=O)c3ccc(SC)cc3)C2)cc1Cn1cccn1 (stereo not drawn),8,6,13
C=CCN1N=C(/C=C/c2ccccc2)CCC1=O,4,5,-6
O=C(O)COc1ccc(/C=N/n2c(COc3ccccc3)nc3ccccc3c2=O)cc1,-41,-6,-23

New compounds follow
SMILES	EBI2 antag	Mdm2 MdmX PPI	UPR CHOP act	CXCR6 inh	UPR XBP1 act	Jurkat NFkB inh	Gli-Sufu antag	697 NFkB inh	CCR6 antag
CC(=O)C[C@@H](O)CC(=O)[C@@H]1OC(=O)[C@H](C)C/C=C\Cc2ccccc21	-2	-20	-0.5	-5	-1	7	-15	-11	0
COc1ccc(C2C(C(=O)N3CCN(c4ccccc4)CC3)c3ccccc3C(=O)N2C)cc1 (stereo not drawn)	3	9	0.0	10	-1	9	10	19	2
O=C(CN(c1ccccc1)S(=O)(=O)c1ccccc1)Nc1ccc(F)cc1	4	-22	1.4	8	-2	5	-13	4	22
O=Cc1ccc(-n2cccn2)cc1	-2	6	5.0	-1	-3	-17	-26	-2	1
CCN1C(=O)Cc2cc(S(=O)(=O)NCCc3ccccc3)ccc21	-3	6	0.7	-4	-5	1	12	2	0
COc1ccccc1NS(=O)(=O)c1ccc(NC(C)=O)cc1	-5	0	-1.8	7	-3	3	3	8	0
COc1ccc(NC(=O)COc2coc(CN3CCN(c4ccccc4)CC3)cc2=O)cc1	2	20	1.3	-2	-3	1	0	-3	15
Cc1ccc(S(=O)(=O)NC(=O)Nc2ccc(C)cc2C)cc1	-6	3	-2.6	-4	-4	-30	6	-3	1
CC1CCC(NC(=O)c2ccc3snnc3c2)CC1 (stereo not drawn)	2	-11	7.5	6	-1	-5	-37	-36	7
CCCn1c(SCC(=O)Nc2ccc(Cl)cc2)n[nH]c1=O	0	5	-0.7	3	-1	6	-1	3	12
N#CC1(C#N)C(c2ccccc2)OC23CCCCCC2C1(C#N)C(=N)O3 (stereo not drawn)	-11	-10	-0.7	-6	-3	-3	-3	3	1
O=C(NC1CCCc2ccccc21)c1cc(F)cc(F)c1 (stereo not drawn)	-11	-9	2.0	5	1	-4	13	1	19

Ordered by molar mass (smallest number first): some entries from above.
SMILES	EBI2 antag	Mdm2 MdmX PPI	UPR CHOP act	CXCR6 inh	UPR XBP1 act	Jurkat NFkB inh	Gli-Sufu antag	697 NFkB inh	CCR6 antag
O=Cc1ccc(-n2cccn2)cc1	-2	6	5.0	-1	-3	-17	-26	-2	1
CC1CCC(NC(=O)c2ccc3snnc3c2)CC1 (stereo not drawn)	2	-11	7.5	6	-1	-5	-37	-36	7
COc1ccc(C2C(C(=O)N3CCN(c4ccccc4)CC3)c3ccccc3C(=O)N2C)cc1 (stereo not drawn)	3	9	0.0	10	-1	9	10	19	2

Structures listed above printed as active in Mdm2 MdmX PPI:
| smiles | EBI2 antag | Mdm2 MdmX PPI | CXCR6 inh | UPR XBP1 act | Jurkat NFkB inh | 697 NFkB inh | CCR6 antag |
| --- | --- | --- | --- | --- | --- | --- | --- |
| CCN1C(=O)[C@@H]2[C@@H](c3ccc(-c4ccc(Cl)c(Cl)c4)c(OC)c3)N3CCCC[C@@]3(C(=O)OC)[C@@H]2C1=O | 11 | 53* | 8 | 1 | 16 | -4 | 10 |

New compounds follow:
SMILES	EBI2 antag	Mdm2 MdmX PPI	UPR CHOP act	CXCR6 inh	UPR XBP1 act	Jurkat NFkB inh	Gli-Sufu antag	697 NFkB inh	CCR6 antag
COc1ccc([C@H]2CC(=O)C=C(c3cccc(CO)c3)C2)cc1	30	8	-1.4	-10	-2	4	-11	10	2
N=c1c(C(=O)NCc2ccco2)cc2c(=O)n3ccccc3nc2n1CCc1ccccc1	16	47	3.4	22	1	28	-190	-5	-3
Cc1ccc(C)c(C(=O)CN2C(=O)NC3(CCC(C)CC3)C2=O)c1 (stereo not drawn)	-2	18	1.4	-12	-1	64*	-4	-68	-3
CN1CCN(S(=O)(=O)c2ccc(NC(=O)c3ccc(Br)s3)cc2)CC1	-4	18	4.7	4	3	-22	-4	3	1
O=C1Nc2ccc([N+](=O)[O-])cc2OC1CCN1CCN(Cc2ccc3c(c2)OCO3)CC1 (stereo not drawn)	10	-16	-0.3	5	-1	8	6	5	25
Cc1ccc(-c2c(C)n([O-])c3c([n+]2=O)CCCC3)cc1	0	23	-1.6	-6	1	8	-7	6	4
CCc1nnc(NC(=O)c2ccc(OC)cc2OC)s1	-9	17	-4.3	-3	-8	-91	-30	-152	-2
